# H37Rv inhibition – M. tuberculosis growth inhibition, HTS (AID 449762); inhibition, % at 25 µM; hits with a dose series show IC50 in µM; actives 0.59% (n = 330,000); M. tuberculosis H37Rv growth inhibition, 7H9 media; higher % means a stronger effect; in the data active means a potency from the dose series; inconclusive means inhibition above about 70% without an active follow-up result;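 further: bacterial growth assessed after seven days of incubation; strong numbers were not always called active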
# influenza NS1A – H1N1 influenza NS1A inhibitors, functional cell based assay (AID 504329); NS1A functional cell-based assay, percent inhibition; higher % means a stronger effect; actives 0.3% (n = 340,000); one-dose inhibition, % at 12.5 µM; IC50 in µM for titrated hits; in the data active means a potency from the dose series; inconclusive means inhibition above about 27% without an active follow-up result; further: strong numbers were not always called active
# M. tuberculosis – growth inhibition of non-replicating M. tuberculosis (AID 488890); one-dose inhibition, % at 25 µM; IC50 in µM for titrated hits; Mycobacterium tuberculosis non-replicating, growth inhibition; higher % means a stronger effect; actives 0.39% (n = 320,000); in the data active means a potency from the dose series; inconclusive means inhibition mostly from about 82% at the one dose, without a potency; inactive means the rest, 99 in 100 with inhibition below about 76%;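 further: plate controls were DMSO cells for no effect and high antibiotic wells for full effect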
# VEEV TC-83 Vero – inhibitors of VEEV TC-83 cytopathic effect, confirmation, Vero cells (AID 588727); actives 0.13% (n = 350,000); Vero cells, VEEV TC-83 cytopathic effect inhibition; higher % means a stronger effect; one-dose inhibition, % at 20 µM; IC50 in µM for titrated hits; in the data active means a potency from the dose series; inconclusive means inhibition mostly from about 14% at the one dose, without a potency; inactive means the rest, 99 in 100 with inhibition below about 12%; further: strong numbers were not always called active
# Salmonella PhoP GFP – PhoP regulon inhibitors, Salmonella typhi PhoP promoter GFP reporter, confirmatory (AID 1850) | one-dose inhibition, % at 50 µM; IC50 in µM for titrated hits | actives 0.33% (n = 310,000) | Salmonella Typhi PhoP-promoter GFP reporter, fluorescence, 4 h; higher % means a stronger effect; in the data active means a potency from the dose series; inconclusive means inhibition mostly from about 25% at the one dose, without a potency; inactive means the rest, 99 in 100 with inhibition below about 19%;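 further: 0% = induced wells with vehicle and 100% = uninduced wells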
# VEEV TC-83 Vero 10K pilot screen – also measured in VEEV TC-83 Vero; calls as there; inhibition, %; measured here: 10K pilot screen inhibition
# * marks the source's active call; other numbers are inactive results; i = inactive; ? = inconclusive; nt = not tested or not shown.
# The opening 15 records as a preview:
SMILES,H37Rv inhibition,influenza NS1A,M. tuberculosis,VEEV TC-83 Vero,Salmonella PhoP GFP,others
CC(=O)N1CCN(c2ccc([N+](=O)[O-])c(NCC3CCCO3)c2)CC1 (configuration not stated),3%,9%,-6%,0.2%,2%,
O=C(/C=C/c1cccs1)N1CCC2(CC1)Oc1ccc(Cl)cc1C(=O)C21CC(c2ccccc2)=NO1 (configuration not stated),20%,-13%,32%,0.1%,1%,
Cc1ccc(Cl)cc1NC(=O)[C@@H]1CCC(=O)N1C1OC(=O)c2ccccc21 (some centres not stated),-6%,-1%,-2%,i,2%,
Cc1onc(-c2c(Cl)cccc2Cl)c1C(=O)NCc1ccco1,1%,3%,7%,i,4%,
Cc1cc(O)cc(C)c1Cl,45%,-3%,-13%,0.5%,6%,
CN1C(=O)c2cccc3c(S(=O)(=O)NCc4ccco4)ccc1c23,1%,-16%,-3%,8.5%,-8%,
COc1cc(-c2cc(-c3ccccc3)nc(SCC(=O)O)c2C#N)cc(OC)c1OC,8%,-3%,5%,2.1%,5%,
CC(C)(C)c1cc(CCC(=O)Nc2ccncc2)cc(C(C)(C)C)c1O,8%,-9%,23%,1.1%,0%,
O=C(Cc1ccc(Cl)cc1)Nc1ncc([N+](=O)[O-])s1,nt,2%,nt,i,nt,
CC(C)(C)Cn1c(=O)[nH]c(=O)c2cc([N+](=O)[O-])cnc21,3%,-3%,-12%,0.5%,-2%,
Cc1cccc(NC(=O)NN2CCN(C)CC2)c1C,3%,-10%,18%,0.6%,-2%,
Oc1cc(-c2ccncc2)cc2cccnc12,?,12µM*,1%,6.9%,nt,VEEV TC-83 Vero 10K pilot screen=9.1
C[C@H](CO)N1C[C@H](C)[C@@H](CN(C)S(=O)(=O)c2cccs2)Oc2c(NC(=O)Nc3ccc4c(c3)OCO4)cccc2C1=O,-1%,3%,44%,0.8%,nt,
CCN1C(=O)NC(=O)/C(=C\c2ccc(N3CCOCC3)cc2OC)C1=O,5%,nt,1%,nt,-12%,
NS(=O)(=O)c1ccc(CNC(=O)Cc2ccccc2[N+](=O)[O-])cc1,0%,-27%,1%,0.5%,-5%,

# Main list, from the start:
SMILES,H37Rv inhibition,influenza NS1A,M. tuberculosis,VEEV TC-83 Vero,Salmonella PhoP GFP,others
CC(=O)N1CCN(c2ccc([N+](=O)[O-])c(NCC3CCCO3)c2)CC1 (configuration not stated),3%,9%,-6%,0.2%,2%,
O=C(/C=C/c1cccs1)N1CCC2(CC1)Oc1ccc(Cl)cc1C(=O)C21CC(c2ccccc2)=NO1 (configuration not stated),20%,-13%,32%,0.1%,1%,
Cc1ccc(Cl)cc1NC(=O)[C@@H]1CCC(=O)N1C1OC(=O)c2ccccc21 (some centres not stated),-6%,-1%,-2%,i,2%,
Cc1onc(-c2c(Cl)cccc2Cl)c1C(=O)NCc1ccco1,1%,3%,7%,i,4%,
Cc1cc(O)cc(C)c1Cl,45%,-3%,-13%,0.5%,6%,
CN1C(=O)c2cccc3c(S(=O)(=O)NCc4ccco4)ccc1c23,1%,-16%,-3%,8.5%,-8%,
COc1cc(-c2cc(-c3ccccc3)nc(SCC(=O)O)c2C#N)cc(OC)c1OC,8%,-3%,5%,2.1%,5%,
CC(C)(C)c1cc(CCC(=O)Nc2ccncc2)cc(C(C)(C)C)c1O,8%,-9%,23%,1.1%,0%,
O=C(Cc1ccc(Cl)cc1)Nc1ncc([N+](=O)[O-])s1,nt,2%,nt,i,nt,
CC(C)(C)Cn1c(=O)[nH]c(=O)c2cc([N+](=O)[O-])cnc21,3%,-3%,-12%,0.5%,-2%,
Cc1cccc(NC(=O)NN2CCN(C)CC2)c1C,3%,-10%,18%,0.6%,-2%,
Oc1cc(-c2ccncc2)cc2cccnc12,?,12µM*,1%,6.9%,nt,VEEV TC-83 Vero 10K pilot screen=9.1
C[C@H](CO)N1C[C@H](C)[C@@H](CN(C)S(=O)(=O)c2cccs2)Oc2c(NC(=O)Nc3ccc4c(c3)OCO4)cccc2C1=O,-1%,3%,44%,0.8%,nt,
CCN1C(=O)NC(=O)/C(=C\c2ccc(N3CCOCC3)cc2OC)C1=O,5%,nt,1%,nt,-12%,
NS(=O)(=O)c1ccc(CNC(=O)Cc2ccccc2[N+](=O)[O-])cc1,0%,-27%,1%,0.5%,-5%,
O=C1CC(SC(=Nc2ccccc2)Nc2ccccc2)C(=O)N1c1ccc(Cl)cc1 (configuration not stated),-7%,-15%,1%,0.9%,-7%,
Clc1ccc(-c2nc3ccc(Cl)cn3c2CN2CCOCC2)cc1,2%,3%,24%,8.3%,-3%,
CC(C)OC(=O)c1cc2c(ccn2-c2ccc(F)cc2)n1CC(=O)N1CCN(C(=O)c2ccco2)CC1,2%,17%,15%,2.5%,0%,
CC(=O)Nc1cccc(C(=O)Nc2ccccc2C(=O)O)c1,4%,20%,8%,0.3%,-1%,
Cc1ccc(NC(=O)Cc2nnc(SCC(=O)NC3CCCC3)n2C)c(C)c1,-2%,5%,-10%,1.1%,4%,
COc1ccc(/C(C)=N/NC(=O)CNC(=O)c2ccncc2)c(OC)c1,2%,4%,-24%,i,-28%,
CSC(=Nc1ccccc1)C(C#N)c1nc2ccccc2[nH]1 (configuration not stated),6%,-22%,6%,2.4%,7%,
Cc1ccc(C(=O)N2CCc3ccccc32)cc1[N+](=O)[O-],-3%,-2%,1%,1.5%,1%,
CCOc1ccc(NC(=O)c2ccc3c(SCC(=O)O)c4c(nc3c2)CCCC4)cc1,51%,-13%,14%,1.2%,2%,
CN(C)S(=O)(=O)c1ccc(C(=O)OCCCN=C2NS(=O)(=O)c3ccccc32)cc1,-1%,-2%,1%,0.1%,8%,

# Next compounds follow.
SMILES,H37Rv inhibition,influenza NS1A,M. tuberculosis,VEEV TC-83 Vero,Salmonella PhoP GFP,others
CCN1C(=O)/C(=C/C=C2\C=CN(CC)c3ccccc32)SC1=S,44%,21%,38%,i,-6%,
O=C(NN=Cc1ccc(N2CCOCC2)cc1)c1cc2ccccc2cc1O,2%,-19%,24%,9.1%,nt,
CCOc1ccc(/C=N/NC2=NCCCCC2)cc1,-4%,14%,0%,0.6%,13%,
N#CC1=C(N)OC2=C(C(=O)CCC2)C1c1cc2c(cc1Br)OCO2 (configuration not stated),-1%,-2%,-10%,0.8%,2%,
Cc1ccc(C(=O)OCC(=O)Nc2ccc3c(c2)OCO3)c(O)c1,-17%,-7%,-15%,1.9%,nt,
Cc1cc(C)c(C(=O)N2CCCC(N3CCN(c4cccc(C(F)(F)F)c4)CC3)C2)o1 (configuration not stated),32%,11%,70%,2.6%,-4%,
COc1ccc(CCNC(=O)C2CCN(S(=O)(=O)c3ccc(OC)c(OC)c3)CC2)cc1OC,-2%,-1%,-15%,0.4%,7%,
COc1ccc(N2CCN(CC(=O)Nc3ccc(C)cc3)CC2)cc1,-1%,-13%,3%,0.2%,-1%,
Clc1nccnc1-c1ccccc1,2%,1%,-13%,0.4%,-11%,
Cc1cc2ccccc2n1CCNCc1c(C(=O)N2CCOCC2)nc2ccccn12,-3%,-4%,18%,i,9%,
COC(=O)c1ccccc1NC(=O)C(C)Oc1ccccc1 (configuration not stated),0%,2%,-2%,i,6%,
COc1cc([N+](=O)[O-])cc(/C=N/NC(=O)CSc2nnc(-c3ccccc3)n2C)c1O,0%,nt,12%,nt,-13%,
CCCOC(=O)CC1C(=O)NCCN1Cc1ccc(F)cc1 (configuration not stated),0%,4%,nt,i,3%,
CC(C)CC(=O)Nc1ccc(C(=O)COC(=O)CN2C(=O)NC3(CCCCC3C)C2=O)cc1 (configuration not stated),nt,-4%,nt,4.9%,nt,
CCCc1n[nH]c2c1/C(=N/O)CC(c1ccccc1)C2 (configuration not stated),-9%,-12%,0%,7.9%,-9%,
COc1ccc(CN2CCC(n3nccc3NC(=O)CCc3ccccc3)CC2)c(C)c1C,nt,12%,nt,i,nt,
CSCCC(NC(=O)c1ccc(Cl)cc1)C(=O)OCC(=O)Nc1cc(Cl)ccc1C#N (configuration not stated),2%,-4%,-6%,i,-2%,
CC(=O)c1ccc(OCc2cc(C(=O)N3CCC[C@H]3CO)no2)cc1,-2%,7%,-4%,i,-4%,
CC(=O)Nc1ccc(NC(=O)CSc2nnc(-c3cc4ccccc4o3)n2C)cc1,8%,-2%,nt,3.2%,-3%,
O=C(O)c1ccc(NC(=O)c2ccccc2NC(=O)c2cccc(Br)c2)cc1,3%,1%,0%,2.5%,-3%,
CC1CCN(C(C(=O)O)c2ccccc2)CC1 (configuration not stated),-5%,nt,0%,0.5%,-14%,
Oc1ccc(CCN2CCCCC2)cc1,nt,-28%,nt,2.3%,nt,
CCOc1ccc(S(=O)(=O)N2CCN(C(=O)CCC(=O)N3CCOCC3)CC2)cc1,-1%,1%,3%,0.0%,-9%,
O=C(Nn1cnnc1)C(Sc1ccccc1)c1ccccc1 (configuration not stated),3%,0%,0%,2.2%,-8%,
CN(C1CCS(=O)(=O)C1)S(=O)(=O)c1ccc(C2CCCCC2)cc1 (configuration not stated),-7%,-17%,-4%,1.1%,-14%,

# The results go on:
SMILES,H37Rv inhibition,influenza NS1A,M. tuberculosis,VEEV TC-83 Vero,Salmonella PhoP GFP,others
CN(C)/C=C/C(=O)c1ccc(F)cc1,6%,-3%,14%,1.8%,-5%,
COc1ccccc1C(=O)C1CCCN(C(=O)CCC(=O)c2ccccc2)C1 (configuration not stated),-5%,-13%,19%,7.2%,-12%,
CCc1ccc(-c2nc(SCC(=O)NC3CCS(=O)(=O)C3)n[nH]2)cc1 (configuration not stated),0%,-17%,4%,1.2%,-7%,
CCOc1ccc(N(CC(=O)NCc2ccccc2OC)S(C)(=O)=O)cc1,-1%,-11%,23%,i,9%,
CN(c1ccccc1)S(=O)(=O)c1ccc(C(=O)NNC(=O)c2ccccc2F)cc1,3%,-4%,20%,0.7%,nt,
CS(=O)(=O)N(CC(=O)NCCSc1ccccc1)c1ccc2c(c1)OCO2,-7%,-2%,-5%,i,-6%,
O=C(NC12CC3CC(CC(C3)C1)C2)N(Cc1ccccc1)Cc1ccncc1,-2%,3%,37%,1.8%,6%,
CCOC(=O)/C(C#N)=C/c1cn(CCC(=O)O)nc1-c1ccc(Cl)cc1,-11%,-1%,2%,1.5%,1%,
Cc1cc2c(cc1C)CSC(c1ccc3ccccc3c1O)SC2,-5%,-2%,50%,11%,7%,
CCOC(=O)C1CCN(S(=O)(=O)c2ccc(OC)c(Cl)c2)CC1,2%,4%,13%,0.7%,-2%,
O=C(Nc1ccc(N2CCOCC2)cc1)c1cc2ccccc2o1,4%,16%,23%,3.6%,0%,
O=C(COC(=O)c1nc(-c2ccccc2)n(-c2cccc(C(F)(F)F)c2)n1)NCc1cccs1,6%,15%,47%,2.1%,2%,
COC(=O)c1ccc(N2C(=O)CC(NCc3ccccc3)C2=O)cc1 (configuration not stated),-3%,4%,-7%,2.0%,-15%,
Cc1cc(=O)[nH]c(N2CCOCC2)n1,2%,nt,-9%,0.7%,-2%,
COc1ccc(N2CCN(C(=S)Nc3ccccc3OC)CC2)cc1,9%,2%,26%,0.2%,0%,
CCn1c(NCc2ccccc2Cl)nc2ccccc21,6%,-8%,nt,0.3%,-30%,

# Screening data deposited in PubChem by Southern Research Specialized Biocontainment Screening Center.
